Screening results as filed in PubChem.
RECQ1 inh: RECQ1 (human) helicase inhibition; 240,000 compounds, 0.54% hits; RECQ1 DNA unwinding, red fluorescence kinetic read; Potency, µM (series often up to 57.3 µM), without a hit: at the top dose activity, negative = inhibition, most hits filed as inhibitors; P46063;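 note: plate controls were vehicle for no effect and no enzyme for full effect; nearly all actives have a fitted effect of over 30% in size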
Target sequence (P46063 whole entry, looked up): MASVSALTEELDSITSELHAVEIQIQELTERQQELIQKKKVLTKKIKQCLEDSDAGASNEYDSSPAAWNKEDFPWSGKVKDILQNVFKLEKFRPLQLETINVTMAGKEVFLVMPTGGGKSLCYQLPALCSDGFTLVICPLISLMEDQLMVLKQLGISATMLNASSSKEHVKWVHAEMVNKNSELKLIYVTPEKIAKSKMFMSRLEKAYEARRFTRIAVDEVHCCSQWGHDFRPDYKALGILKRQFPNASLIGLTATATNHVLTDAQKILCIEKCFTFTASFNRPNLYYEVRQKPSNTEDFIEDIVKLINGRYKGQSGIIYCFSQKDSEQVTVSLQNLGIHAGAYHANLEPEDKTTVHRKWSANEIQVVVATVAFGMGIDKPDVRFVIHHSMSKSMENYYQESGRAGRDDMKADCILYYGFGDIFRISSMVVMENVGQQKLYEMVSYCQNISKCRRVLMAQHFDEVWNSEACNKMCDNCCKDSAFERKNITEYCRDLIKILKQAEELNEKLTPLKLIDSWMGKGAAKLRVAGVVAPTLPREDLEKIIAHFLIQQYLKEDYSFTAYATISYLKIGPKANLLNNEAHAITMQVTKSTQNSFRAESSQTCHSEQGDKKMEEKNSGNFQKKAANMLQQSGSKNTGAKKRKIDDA
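RECQ1T1 50 nM; forked duplex (20 bp + 30-nt ss tails) 200 nM, ATP 2 mM final; pH 8.0, 2 mM MgCl2, 2.5 ug/ml poly(dI-dC); 15 min compound preincubation; discontinuous kinetic read over 2 h at RT.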
IMPase Li cell: IMPase inhibition in cells with lithium potentiation. 210,000 compounds, 0.35% hits. AID 1457. CHO-M1 cells, IP1 TR-FRET (IP-One), carbachol + lithium. Potency, µM (titrated, usually from 59.4 µM), for inactives: top-dose activity, negative = IMPase inhibition, most hits filed as inhibitors;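 note: IP1 builds up when IMPase is blocked and the TR-FRET signal falls; plate controls were basal vehicle for no effect and high inhibitor control for full effect; nearly all actives have a fitted effect of over 50% in size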
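IP1 accumulation measured by competitive TR-FRET in lysed CHO-M1 cells after 30 min compound exposure at 37C, with a small lithium addition to potentiate weak responses. Hill-equation AC50 from ratio and donor-channel data.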
SMN2 splice enh: increases expression of the SMN2 splice variant; Potency, µM (top dose mostly 46.1 µM), for inactives: at the highest dose activity change, positive = activation, usual class: activators; 210,000 compounds, 2.8% hits; HEK293 SMN2-luciferase splicing reporter, luminescence, 30-36 h; note: % of control where 0% means no effect; nearly all actives have a fitted effect of over 55% in size
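HEK293 cells carry an SMN2 […]–luciferase reporter in which exon 7 inclusion puts luciferase in frame. Cells were plated 10-12 h before compound addition, then incubated 30-36 h at 37C. ONE-Glo luminescence was read; sodium butyrate at 4.5 mM final served as control.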
Luc counter: blocks Kinase-Glo luciferase, a counter-screen artifact. Kinase-Glo luciferase, ATP luminescence, 8 min. AID 1379. Q27757. Potency, µM (series often up to 38.3 µM), without a hit: at the highest dose activity change, negative = inhibition, actives largely listed as inhibitors. 200,000 compounds, 0.28% hits; note: % is set by controls: 0 for no effect and ±100 for the full control effect; nearly all actives have a fitted effect of over 60% in size
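Light output from Kinase-Glo luciferase with luciferin and 10 uM ATP in 50 mM imidazole pH 7.2, KCl, MgCl2, Tween 20, BSA; compound pin-delivered, 8-min ambient incubation, then luminescence read.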
GoLoco inh red: RGS12 GoLoco-Gai1 interaction inhibition; P63096; Gai1:RGS12 GoLoco peptide FP, rhodamine, 10 min; Potency, µM (highest dose often 61.6 µM), without a hit: top-dose activity, negative = inhibition, hits mostly inhibitors; 230,000 compounds, 0.44% hits; AID 880; active = well fitted inhibition curve with a large enough effect, not every such curve was filed as active; inactive = no such curve, though single readings can be large or run the other way; note: % is set by controls: 0 for no effect and ±100 for the full control effect; nearly all actives have a fitted effect of over 30% in size; many of its hits are not listed in these tables
Target sequence (P63096 whole entry, looked up): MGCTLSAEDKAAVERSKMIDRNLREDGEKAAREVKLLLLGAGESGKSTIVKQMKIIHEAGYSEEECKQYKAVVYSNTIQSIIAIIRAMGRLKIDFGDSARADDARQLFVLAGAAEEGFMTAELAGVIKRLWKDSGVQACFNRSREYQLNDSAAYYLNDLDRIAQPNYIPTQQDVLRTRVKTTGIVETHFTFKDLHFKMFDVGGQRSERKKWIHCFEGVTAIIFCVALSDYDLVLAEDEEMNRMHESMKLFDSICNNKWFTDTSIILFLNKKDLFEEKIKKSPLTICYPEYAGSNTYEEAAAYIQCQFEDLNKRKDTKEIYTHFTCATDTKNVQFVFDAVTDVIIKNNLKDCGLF
Epigenetic derep: epigenetic control regulation, reporter derepression | Potency, µM (series often up to 53.9 µM), for the others: at the highest dose GFP activation, hits mostly activators | murine LDR cells, GFP reporter derepression, 30 h | 280,000 compounds, 0.2% hits; note: % of control where 0% means no effect; nearly all actives have a fitted effect of over 60% in size
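Murine LDR cells carrying a silenced, genomically integrated CMV-driven GFP reporter were exposed to compound for 30 hours at 37 C. After PBS washes, GFP-positive cells (20–120 um objects) were counted by laser-scanning microplate cytometry.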
NPSR antag: blocks cAMP signaling of the human neuropeptide S receptor; Q6W5P4; CHO-NPSR cells, cAMP TR-FRET, antagonist mode; Potency, µM (doses to about 38.3 µM), without a hit: at the top dose activity change, negative = inhibition, usual class: inhibitors; 220,000 compounds, 1% hits; AID 1461; note: % is set by controls: 0 for no effect and ±100 for the full control effect; nearly all actives have a fitted effect of over 50% in size; many of its hits are not listed in these tables
KDM4E inh: blocks human JMJD2E demethylase activity | 230,000 compounds, 1.6% hits | JMJD2E catalytic domain, FDH-coupled NADH fluorescence (FDH is formaldehyde dehydrogenase) | Potency, µM (series often up to 57.1 µM), for inactives: at the top dose activity change, negative = inhibition, usual class: inhibitors | AID 2147; active = well fitted inhibition curve with a large enough effect, not every such curve was filed as active; inconclusive = small, poorly fitted or top-dose-only effect, or another doubt; inactive = no such curve, though single readings can be large or run the other way;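 note: 0% = wells with enzyme and -100% = buffer wells without enzyme; nearly all actives have a fitted effect of over 50% in size; many of its hits are not listed in these tables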
* marks the source's active call; other numbers are inactive results; i = inactive; ? = inconclusive; nt = not tested or not shown; & = joins results of further samples; [ ] = remark or other dose. Unless noted, calls come from the whole dose curve; as a rule, active = well fitted curve in the direction sought with a large enough effect; inconclusive = small, poorly fitted or top-dose-only effect, or another doubt; inactive = no such curve, though single readings can be large; an effect the other way counts as inactive or inconclusive. Potency is the fitted concentration of half-maximal effect. This is a subset, so the mix of outcomes need not match the whole.

Below each compound – RECQ1 inh, IMPase Li cell, SMN2 splice enh, Luc counter, GoLoco inh red, Epigenetic derep, NPSR antag, KDM4E inh
> O=C(CCS(=O)(=O)c1cccs1)Nc1ccc(C(=O)NCc2cccs2)cc1
 : i, -14%[38.3 µM], -7%, -1%, 2%, -1.0%, -16%[46.1 µM], 3%
> c1cc(N2CCCC2)ccc1C(c1nnnn1C1CCCCC1)N1CCOCC1 (stereo unspecified)
 : -7%, nt, nt, nt, nt, -3.5%, -27%[46.1 µM], ?
> Cc1ccc(SC(C)C(=O)Nc2c(C)n(C)n(-c3ccccc3)c2=O)cc1 (stereo unspecified)
 : -15%, 13%[38.3 µM], -17%, -6%, 4%, -2.6%, 0%[46.1 µM], -2%
> CCNC(=S)N(CCc1ccc(S(N)(=O)=O)cc1)C1CC(=O)N(c2ccccc2)C1=O (stereo unspecified)
 : -11%, 2%, nt, 1%, 7%, -7.1%, 24%, -6%
> COc1cccc(C(=O)NCC(=O)OCC(=O)C(C)(C)C)c1
 : i, -6%, 18%, 3%, 5%, 0.0%, 22%, 7%
> CC1=C(C(=O)OC(C)C)C(c2cccc(F)c2)n2ncnc2N1 (stereo unspecified)
 : -2%, 27%[38.3 µM], -10%, -3%, 3%, -0.8%, -8%[46.1 µM], 3%
> CCOc1ccc(S(=O)(=O)NCc2ccc(OC)cc2)c2cccnc12
 : -8%, -9%, -2%, -1%, 4%, 3.1%, 7%, 0%
> c1ccc2sc(NC3=NCN(Cc4ccc5c(c4)OCO5)CN3)nc2c1
 : -4%, 31%[activator][38.3 µM], 1%, 2%, -2%, -1.1%, -14%[46.1 µM], ?
> CCOc1ccc(CN2CCN(Cc3ccc(C)o3)CC2CCO)cc1 (stereo unspecified)
 : 13%, 13%, -59%[inhibitor], 0%, 59%[activator], -4.9%, -1%, -5%
> CCN(CC)c1ccc(N=Cc2ccc(N(CC)CC)cc2O)cc1
 : -7%, 33%[activator][38.3 µM], 24%, 15%, 112%[activator], 0.0%, -15%[46.1 µM], ?
> CS(=O)(=O)Nc1ccc(C(=O)Nc2ccccc2Sc2ccccc2)cc1
 : -3%, 14%, -8%, 0%, 0%, 0.0%, 5%, -2%
> Cc1ccc(NC(=O)CC2COc3ccccc3O2)cc1 (stereo unspecified)
 : i, 8%[38.3 µM], -8%, -5%, -3%, 0.3%, -7%[46.1 µM], 3%
> O=C(CN1C(=O)COc2ccc(S(=O)(=O)N3CCCC3)cc21)NC1CC1
 : -7%, nt, nt, nt, 5%, ?, 4%, 5%
> O=C(CS(=O)(=O)c1ccc(Cl)c(Cl)c1)Nc1ccccc1Cl
 : -5%, -2%, -2%, 8%, -4%, -0.9%, -14%[46.1 µM], 3%
> C(=N\n1cnnc1)/c1cccc2ccccc12
 : -6%, 2%[38.3 µM], -13%, -2%, -3%, -0.2%, -6%[46.1 µM], -28%
> C/C(=N\NC(=O)C1COc2ccccc2O1)c1ccc(N2CCOCC2)cc1 (stereo unspecified)
 : i, 5%, 4%, 0%, 13%, -0.4%, 1%, ?
> CCc1ccc(OCCCC(=O)Nc2cccc(C(=O)O)c2)cc1
 : -4%, nt, nt, nt, 0%, 0.0%, 18%, -1%
> CCc1nc(C)cn1S(=O)(=O)c1cc(C)c(OC)cc1C
 : -3%, -3%[38.3 µM], -21%, -2%, -5%, -0.2%, -4%[46.1 µM], -2%
> CCC(=O)Nc1ccc(C(=O)N/N=C/c2c(C)[nH]c3ccccc23)cc1
 : -17%, 5%, 6%, 0%, 19%, 0.4%, -21%, -15%
> COc1ccc(/C=C/C(=O)N/C(=C\c2ccco2)C(=O)NCCc2nc3ccccc3[nH]2)cc1
 : i, 4%, -6%, 3%, 11%, 0.0%, 6%, -4%
> COc1ccc(S(=O)(=O)Nc2ccccc2C(N)=O)cc1OC
 : -9%, 6%, 5%, 4%, -13%, -2.7%, 5%, ?
> CCC(C)NC(=O)C1CCCN(C(=O)Nc2ccc(F)cc2)C1 (stereo unspecified)
 : -1%, 1%[38.3 µM], -6%, -7%, 3%, 0.8%, 11%[46.1 µM], -5%
> O=C(CN1CCCC1)N1CCCC(c2ccc(F)cc2)c2ccc(F)cc21 (stereo unspecified)
 : -2%, 3%, 7%, -6%, -2%, 8.7%, 19%, ?
> COc1ccc(C(=O)N/N=C(\C)CC(=O)Nc2ccc(Cl)cn2)cc1
 : -2%, nt, nt, nt, -2%, 0.0%, 4%, 55%[activator]
> C#CC(CC)(CC)NC(=O)NC1CCCCC1
 : ?, nt, nt, nt, 0%, 3.5%, -8%, -2%
> Cc1ccc(-n2cnc3sc(C)c(C)c3c2=O)cc1
 : 33%, -2%, 13µM*, 2%, 15%, 1.6%, -8%, 7%
> OCc1cn(-c2ccccc2)nc1-c1ccc2c(c1)OCCO2
 : -8%, 44%[activator][38.3 µM], -26%, -1%, 3%, -1.0%, -3%[46.1 µM], 5%
> CCN(CC)S(=O)(=O)c1ccc(Cl)c(C(=O)NCc2ccccc2Cl)c1
 : i, -3%[38.3 µM], -28%, 10%, 37%[activator], 0.0%, -29%[46.1 µM], -4%
> c1ccc(Cc2noc(CN3CCN(C4CCc5ccccc5C4)CC3)n2)cc1 (stereo unspecified)
 : i, 25%, -28%, -6%, 22%, 1.1%, -3%, 2%
> CCOC(=O)c1ccc(NC(=S)NCc2cccnc2)cc1
 : -16%, 3%, nt, -1%, 13%, -1.4%, 4%, -22%
> O=C(NCc1ccc(Cl)cc1)C(=O)N/N=C/c1ccc(Br)cc1
 : -14%, -3%, 2%, 1%, 6%, -5.0%, 5%, 5%
> Cc1cccc(C)c1N1CCN(S(=O)(=O)N2CCCCC2)CC1
 : -8%, 13%, -9%, 2%, 6%, 1.1%, -39%, -3%
> O=C1CCc2cc(S(=O)(=O)N3CCCC3C(=O)N3CCN(c4ccccc4F)CC3)ccc2N1 (stereo unspecified)
 : -7%, 5%[38.3 µM], -5%, 0%, 7%, -0.7%, -2%[46.1 µM], -2%
> COc1ccc(NC(=O)c2cn(CCC#N)nc2-c2cc3ccccc3o2)cc1
 : 2%, 4%, -6%, -1%, 3%, 4.0%, 4%, ?
> c1ccc(CNc2nc3ccccc3n3cnnc23)nc1
 : -17%, 2%[38.3 µM], 3%, -2%, 17%, -0.2%, -4%[46.1 µM], -2%
> CC(=O)Nc1ccccc1OC(C)C(=O)N1CCC(C)CC1 (stereo unspecified)
 : -3%, 8%, -24%, 1%, 3%, -0.1%, 12%, 2%
> Cc1nc(-c2ccccc2)sc1C(=O)CSc1ccc(Cl)cc1
 : -1%, -1%[38.3 µM], 3%, 1%, 11%, 0.6%, -8%[46.1 µM], -2%
> N=C(N)SCCc1ccc(CCSC(=N)N)cc1
 : 11%, 3%, 11%, -3%, 9%, -0.2%, ?, 0%
> Cc1ccc(-n2c(Cc3ccccc3)n[nH]c2=S)c(C)c1
 : i, 1%, 2%, 0%, 14%, -0.1%, -11%, -5%
> O=c1cc2c(nn1Cc1cccc([N+](=O)[O-])c1)-c1ccccc1CC2
 : -5%, 20%, 0%, -1%, 3%, 1.7%, -55%, 3%
> O=C(Nc1ncc(C(F)(F)F)cc1Cl)c1ccc(S(=O)(=O)N2CCOCC2)cc1
 : i, 1%, 3%, 3%, 6%, -1.4%, 11%, 1%
> O=C(Nc1ccccc1Sc1ccccc1)C1CCCO1 (stereo unspecified)
 : -14%, 4%[38.3 µM], -22%, 1%, 3%, 0.0%, -8%[46.1 µM], 5%
> O=C1C2CCCCC2C(=O)N1c1ccc(NC2CCN(Cc3ccccc3)CC2)c([N+](=O)[O-])c1 (stereo unspecified)
 : -13%, 34%[activator], -4%, -5%, 6%, 12%, -24%, -7%
> Cc1cccc(/C(N)=N/OC(=O)c2ccccc2Cl)c1
 : -4%, 14%, 11µM*, ?, -8%, -1.5%, -12%, 1%
> COc1ccc(OC)c(S(=O)(=O)NCCC2=CCCCC2)c1
 : -18%, 6%, -10%, 2%, 13%, -1.8%, -13%[46.1 µM], -10%
> Cc1ccc(NC(=S)N(CCCN(C)C)Cc2cc3cc4c(cc3[nH]c2=O)OCO4)c(C)c1
 : 14%, -2%, nt, 4%, -8%, -1.3%, -12%, ?
> Cc1ccc(-c2cc(C(=O)N3CCN(c4ccc(F)cc4)CC3)c3ccccc3n2)o1
 : -25%, 16%[38.3 µM], 14%, -8%, -25%, -1.2%, ?, ?
> Cc1cc(Nc2ccc(F)cc2F)n2nc(C)nc2n1
 : 7%, 1%, 10%, -1%, 8%, 0.0%, 6%[46.1 µM], -9%
> Cc1cc(C(=O)COC(=O)c2cc(Cl)ccc2N)c(C)n1Cc1ccco1
 : -2%, 8%, 14µM*, 1%, 1%, -2.5%, -5%, ?
> COc1ccc(-c2nnn3c2nc(NCc2ccccc2)c2ccccc23)cc1
 : -5%, -4%, 14%&20%, 3%, 10%, 2.4%&1.2%, -34%, ?
> COC(=O)Nc1nnc(SCc2ccc(C)cc2)s1
 : 0%, 9%, 7%, 1%, 6%, 1.0%, -4%, -1%
> CCN1CCCC1Cn1c(-c2ccccc2)nc2c(NCCOC)nc(C)nc21 (stereo unspecified)
 : -7%, 3%, -13%, -3%, -5%, 0.2%, nt, ?
> O=C(COc1ccc(-c2ccccc2)cc1)N1CCCC1
 : -13%, 12%, nt, -1%, 14%, -1.1%, 14%, -3%
> CCCc1c(C)nn(-c2ncccc2[N+](=O)[O-])c1C
 : 9%, 9%, 6%, -3%, 3%, 1.1%, 2%, -3%
> O=C(Nc1cccc(S(=O)(=O)NC2=NCCCCC2)c1)c1cc(-c2ccco2)nc2ccccc12
 : 20µM*, nt, nt, nt, 19%, 3.3%, 7%, ?
> O=C(O)c1nc(-c2ccccc2)n(-c2ccccc2)n1
 : -12%, -15%, ?, -5%, 11%, 0.0%, 9%, -4%
> O=C(NCCN1C(=O)C2C3C=CC(C3)C2C1=O)N1CCOCC1 (stereo unspecified)
 : -4%, 8%, -20%, 1%, -3%, -1.0%, 8%, 8%
> Cc1cc(-c2nn(-c3ccccc3F)cc2CN2CCCC(C(N)=O)C2)c(C)s1 (stereo unspecified)
 : -2%, -4%, nt, -2%, 8%, -4.2%, -10%, -10%
> COc1ccc(-c2nc(C(F)(F)F)c(OC)o2)cc1OC
 : -2%, -2%, -21%, 0%, 13%, 1.0%, 50%, ?
